# Source: PubChem (Sanford-Burnham Center for Chemical Genomics)
# NLRP3 yeast inh = inhibitors of NALP3 inflammasome in yeast; actives 0.39% (n = 330,000); inhibition, % at 10 µM; Yeast reconstituted NLRP3/ASC/caspase-1, beta-gal luminescence, 24 h;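 active = inhibition of 50% or more; inactive = inhibition below 50%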;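 also: plate controls were induced DMSO wells for no effect and uninduced yeast grown without galactose for full effect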
# Mdm2-MdmX inh = human Mdm2/MdmX binding inhibition | O15151+Q00987 | SaOS-2 split-luciferase Mdm2/MdmX complementation, luminescence | inhibition, % at 8 µM | actives 3% (n = 330,000);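 active = inhibition of at least 50% at 8 µM in the primary screen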
# Target sequence (O15151 whole entry, looked up): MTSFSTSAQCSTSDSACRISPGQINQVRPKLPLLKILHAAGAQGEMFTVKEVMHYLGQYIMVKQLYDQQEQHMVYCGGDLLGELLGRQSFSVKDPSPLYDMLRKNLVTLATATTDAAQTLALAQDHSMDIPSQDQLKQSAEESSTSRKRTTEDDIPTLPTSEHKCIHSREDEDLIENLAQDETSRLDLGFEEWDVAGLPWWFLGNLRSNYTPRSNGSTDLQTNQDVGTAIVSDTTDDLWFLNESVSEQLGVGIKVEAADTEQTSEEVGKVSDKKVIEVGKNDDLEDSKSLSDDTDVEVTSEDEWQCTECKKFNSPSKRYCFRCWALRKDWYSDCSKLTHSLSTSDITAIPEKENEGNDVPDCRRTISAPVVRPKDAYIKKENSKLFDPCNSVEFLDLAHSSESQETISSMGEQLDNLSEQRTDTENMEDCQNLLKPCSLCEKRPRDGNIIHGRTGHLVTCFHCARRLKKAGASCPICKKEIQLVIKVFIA
# Target sequence (Q00987 whole entry, looked up): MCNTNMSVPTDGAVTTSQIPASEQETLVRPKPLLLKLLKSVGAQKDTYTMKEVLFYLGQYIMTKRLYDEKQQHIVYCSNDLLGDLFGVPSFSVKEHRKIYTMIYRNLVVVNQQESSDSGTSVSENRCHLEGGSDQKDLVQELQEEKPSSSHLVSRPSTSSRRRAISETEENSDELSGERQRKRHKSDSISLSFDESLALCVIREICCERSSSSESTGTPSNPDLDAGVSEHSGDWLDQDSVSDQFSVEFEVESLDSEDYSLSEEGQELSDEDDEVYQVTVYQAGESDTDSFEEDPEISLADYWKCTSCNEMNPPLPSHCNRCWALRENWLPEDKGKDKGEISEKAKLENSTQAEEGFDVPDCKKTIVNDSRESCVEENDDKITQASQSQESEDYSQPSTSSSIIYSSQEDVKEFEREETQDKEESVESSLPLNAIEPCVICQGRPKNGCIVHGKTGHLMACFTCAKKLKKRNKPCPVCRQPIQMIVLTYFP
# XBP1 UPR activ = activators of adaptive arm of unfolded protein response (XBP1) | CHO-XBP1 luciferase reporter, IRE1-XBP1 UPR activation, luminescence; percent of tunicamycin response, DMSO as zero | activation, % at 20 µM | actives 0.33% (n = 330,000) | AID 463104;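 active = versus positive control, 20 µM dose yields 30% or more activation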;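 also: 100% = tunicamycin at 10 µg/mL and 0% = DMSO only wells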
#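 Test system: CHO-XBP1 luciferase reporter cells | Buffer or medium: Serum-containing F12 medium, 10% FBS | Schedule: 6 h compound exposure at 37 °C, 5% CO2 | Detection: Steady-Glo luciferase glow luminescence, 10 min after reagent addition | Read-out basis: Activation, % of tunicamycin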
# TIM10 inh = inhibits growth of TIM10 yeast strain | S. cerevisiae TIM10 strain growth, BacTiter-Glo luminescence, 24 h | actives 1.4% (n = 330,000) | inhibition, % at 10 µM | AID 463195;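 active = inhibition of 40% or more at the single tested concentration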;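 also: wild-type TIM10 isogenic control strain grown at permissive 25 °C; 0% = DMSO yeast wells and 100% = minimal medium wells without yeast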
# GRIN3A LBD mod = modulators (binders) of human NR3A ligand-binding domain; Tm shift relative to glycine control, % at 25 µM; NR3A LBD differential scanning fluorimetry, Tm shift; 0% = protein alone, 100% = glycine-bound protein; actives 2.5% (n = 340,000);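 active = melting temperature shift of at least 10% of the positive control shift, at one fixed dose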
# tim10-1 inh = tim10-1 yeast growth inhibition; S. cerevisiae tim10-1 ts strain growth, BacTiter-Glo, 24 h; inhibition, % at 20 µM; actives 2.2% (n = 330,000); AID 463190;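 active = inhibition of at least 40%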;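 also: mutant grown at 25 °C; 0% = DMSO wells with yeast and 100% = wells holding no yeast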
# tim23-1 inh = inhibits growth of tim23-1 mutant yeast. S. cerevisiae tim23-1 growth, BacTiter-Glo luminescence, 24 h. inhibition, % at 20 µM. actives 1.3% (n = 330,000). AID 463212;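 active = growth inhibition of the mutant yeast at or above 50%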;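 also: temperature-sensitive mutant grown at 25 °C; plate controls were DMSO-treated mutant yeast for no effect and medium wells lacking yeast for full effect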
# CHOP UPR activ = activators of apoptotic arm of unfolded protein response (CHOP) | CHO-CHOP luciferase reporter, UPR activation, luminescence; percent of tunicamycin response over DMSO baseline | activation, % at 10 µM | actives 0.34% (n = 330,000) | AID 449763;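 active = at 10 µM dose, activation of 40% or more, normalized to positive control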;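 also: 100% = tunicamycin at 10 µg/mL and 0% = DMSO alone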
#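 Test system: CHO CHOP reporter cells. Input: 500 CHO-CHOP cells per well. Medium: F12 with 10% FBS. Technique: luciferase luminescence. Measure: percent activation relative to tunicamycin control. Dosing: 10 µM compound, 0.5% DMSO. Timing: 16-18 h cell attachment, then 6 h compound exposure, 37 °C.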
# APJ agonist = APJ receptor agonism; actives 0.11% (n = 330,000); CHO-K1 APJ PathHunter beta-arrestin, luminescence; 0% DMSO wells, 100% apelin; P35414; activation, % at 20 µM;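 active = activation more than six SD over the plate average, tested at 20 µM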;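 also: 0% = DMSO alone and 100% = apelin-13 at 10 nM; some results filed as inactive read as strong as hits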
#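 Test system – PathHunter CHO-K1 APJ (AGTRL-1) beta-arrestin reporter cells · Input – 1000 cells/well · Compound – single test compound dose, 20 µM final, 1% DMSO · Times – compound stimulation 90 min at 25 °C, detection 60 min · Technique – beta-gal luminescence · Read-out basis – APJ–arrestin association signal · Control set – negative DMSO alone, positive Apelin-13 at 10 nM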
# * marks the source's active call; other numbers are inactive results; nt = no result given.
SMILES,NLRP3 yeast inh,Mdm2-MdmX inh,XBP1 UPR activ,TIM10 inh,GRIN3A LBD mod,tim10-1 inh,tim23-1 inh,CHOP UPR activ,APJ agonist
Cc1ccccc1C(=O)c1c[nH]c(C(=O)N=CN(C)C)c1,17,19,-1,9,0,0,-3,0.2,-2
O=Cc1c(-[n+]2ccccc2)nc([O-])n1-c1ccccc1,7,4,-1,-9,1,7,-2,-0.1,0
COc1ccc(CCCNC(=O)C2CCC(=O)N(CCCN3CCCC3=O)C2)cc1 (stereo not given),10,7,-3,-2,-5,22,7,0.3,-4
CCN(CC)C1CCN(C(=O)c2ccc(OC3CCN(CCc4ccccc4)CC3)cc2)C1 (stereo not given),22,56*,-5,-9,-3,-7,0,0.2,0
CCCCCCCCCCOC(=O)C[N+](C)(C)CC1CCCCC1O (stereo not given),22,24,0,12,-4,14,16,-0.7,0
CCc1ccc2oc(C(=O)N3CCN(c4ccccc4OC)CC3)cc(=O)c2c1,16,60*,0,12,-2,48*,39,0.0,-5
O=C(O)CCc1cccnc1,9,-19,-4,-2,-411,11,7,0.1,-3
CCOc1ccc(C(=O)N[C@H](C(=O)Nc2ccc(S(=O)(=O)Nc3nccs3)cc2)C(C)C)cc1,-7,6,-2,6,-5,0,0,-1.2,-2
O=C(NO)c1cc(OCC(F)(F)F)ccc1OCC(F)(F)F,-4,-7,-1,1,3,-3,-10,1.4,-1
CC(=O)NNC(=O)c1[nH]c2ccc(Br)cc2c1-c1ccccc1,12,23,6,13,-6,19,11,1.1,1
O=C1CCC(=O)N1CCOP1(=O)COc2ccccc2OC1,11,6,0,6,2,-3,9,-0.8,1
Cc1ccc(OCCSCc2nc3ccccc3[nH]2)cc1,20,19,-1,10,2,25,8,-1.2,-4
COc1ccc(N(Cc2ccccc2)C(=O)OC(C)(C)C)c(C(=O)N(C)OC)c1,-5,12,-3,13,3,19,31,-1.0,3
CCOCCCn1c(=S)[nH]c2cc(C(=O)NCCc3ccc(OC)c(OC)c3)ccc2c1=O,22,36,3,-9,0,5,-20,3.5,0
COc1ccc(-c2ccc(-c3cc(=O)oc4cc(OC)c(OC)c(OC)c34)cc2)cc1,nt,14,0,-3,0,18,34,5.2,nt
CN1CCN(C(=O)c2cc3nc(-c4ccc(Cl)cc4)cc(C(F)(F)F)n3n2)CC1,21,24,1,11,0,9,11,-1.8,2
Fc1ccc(CSc2nnc(Cc3sc(-c4ccccc4)nc3-c3ccccc3)o2)cc1,0,2,-3,-3,-11,-16,-5,-1.9,1
COC(=O)Nc1ccc2c(c1)ncn2C1CCCCC1,1,-8,3,8,1,7,14,3.3,-2
O=C(O)CSCC(=O)Nc1ccc(C(=O)O)cc1,28,-17,1,6,2,20,9,1.5,1
CC(C)C(=O)N1CCC2(CC1)Oc1ccc(Cl)cc1C(=O)C21CC(c2ccccc2)=NO1 (stereo not given),11,15,2,-9,1,53*,3,0.8,-4
O=C(COc1ccccc1Cl)Nc1ccc(S(=O)(=O)Nc2ccccn2)cc1,1,2,-3,9,1,2,0,1.5,1
O=C(NCCc1ccccc1)C(=O)NCC1OCCN1S(=O)(=O)c1ccccc1 (stereo not given),8,-26,2,7,-2,0,22,-1.5,0
CCOC(=O)C1=C(C)N=c2s/c(=C\c3ccc(OC(C)=O)cc3)c(=O)n2C1/C=C/c1ccccc1 (stereo not given),7,32,7,-1,-7,6,-7,0.9,-4
CCC1CCCCN1C(=O)CCCc1ccccc1 (stereo not given),25,-17,-5,12,1,9,27,5.5,-4
C=CCn1c2ccccc2c(=O)c2cc(C#Cc3ccccn3)ccc21,1,-28,4,-9,-13,5,20,2.7,3
Cc1ccc(C(=O)Nc2ccc(S(=O)(=O)Nc3ncccn3)cc2)cc1[N+](=O)[O-],22,-4,-1,-12,-3,-20,12,2.2,0
O=C(NNC(=O)c1cccs1)c1ccc(S(=O)(=O)N2CCCCC2)cc1,11,-33,0,2,-3,5,4,-0.4,-3
O=C(CCc1ccccc1)NCc1ccc(F)cc1,20,-21,4,-13,0,0,1,-0.2,0
CCN(CC)C(=S)Nc1cc(C(=O)OC)ccc1C(=O)OC,6,-4,-1,-11,0,17,3,0.4,-1
Cc1cccc(C)c1NC(=S)Nc1ccc(F)cc1,20,22,-3,-2,0,9,13,0.1,-3
CCC(C)(C)NC(=O)C(c1ccc(C)cc1)N(Cc1ccco1)C(=O)Cn1nnc2ccccc21 (stereo not given),-9,20,-3,25,3,1,-2,-0.1,0
CC(=O)OCc1c(COC(C)=O)[n+](=O)c2ccccc2n1[O-],-3,-7,1,-7,-2,7,4,-0.7,-6
C/C=C/C(=O)OCC(=O)Nc1cccc(S(=O)(=O)NC2=NCCCCC2)c1,-10,6,-1,-15,-1,-6,2,1.2,-1
CCOC(=O)c1c(C)[nH]c(C)c1C(=O)CSc1nnc(-c2ccco2)n1Cc1ccccc1,19,0,-2,13,-3,15,18,-1.3,-2
CCn1c(NCc2ccccc2Cl)nc2ccccc21,32,-11,8,-7,-1,4,8,2.4,-3
COc1ccc(/C=N/NC(=S)Nc2ccccc2)cc1COc1cccc(C)c1C,5,0,16,-17,-1,2,-5,14,1
C/C(=N\N1CCN(c2ccc(Cl)cc2)CC1)c1ccco1,-2,1,-1,6,1,8,22,-1.1,-2
C=C(C)COc1ccc(-c2[nH]ncc2-c2ccccc2)c(O)c1,19,7,2,21,2,33,22,-0.7,2
N#C/C(=C\c1c(N2CCCCC2)nc2ccccn2c1=O)C(=O)NC1CCS(=O)(=O)C1 (stereo not given),8,7,0,-15,-6,10,-6,-0.1,-1
Cc1ccc(C)c(OCCC(=O)NNC(=O)c2ccccc2F)c1,16,13,-1,-3,0,-14,14,-0.8,-5

# Results in CHOP UPR activ, Mdm2-MdmX inh and GRIN3A LBD mod (two entries from above):
SMILES	CHOP UPR activ	Mdm2-MdmX inh	GRIN3A LBD mod
C=C(C)COc1ccc(-c2[nH]ncc2-c2ccccc2)c(O)c1	-0.7	7	2
N#C/C(=C\c1c(N2CCCCC2)nc2ccccn2c1=O)C(=O)NC1CCS(=O)(=O)C1 (stereo not given)	-0.1	7	-6

# Carrying on:
SMILES,NLRP3 yeast inh,Mdm2-MdmX inh,XBP1 UPR activ,TIM10 inh,GRIN3A LBD mod,tim10-1 inh,tim23-1 inh,CHOP UPR activ,APJ agonist
CC(=O)Oc1ccc(/C=C2\C=C(c3ccc(C)cc3)OC2=O)cc1,11,-1,-3,20,-7,6,16,5.2,-6
CCC(CO)NCc1cc(OC)c(OCC(=O)NCCc2ccccc2)cc1Br (stereo not given),-1,-5,-2,0,-1,-8,2,1.3,-2
O=C(O)CCC(=O)N1CCc2cc(S(=O)(=O)N(CCc3ccccc3)Cc3ccccc3)ccc21,9,3,-4,-2,1,31,23,-2.0,-2
O=C1C2ON(c3ccccc3)C(c3cccnc3)C2C(=O)N1c1ccc(Cl)c(Cl)c1 (stereo not given),7,16,-2,-3,-13,18,11,-2.3,-3
Cc1ccnc(N2C(=O)CSC2c2ccc(Cl)cc2)c1 (stereo not given),9,-20,-1,-24,-2,0,-1,0.3,-2
O=C(N/N=C/c1ccoc1)c1ccccc1Br,17,5,-7,-5,0,-8,-1,0.2,10
O=C(CN1C(=O)NC2(CCCCC2)C1=O)Nc1ccccc1N1CCCC1,21,-8,-2,1,-2,9,4,-0.5,7
CCn1c(C(=O)O)c(CC(=O)Nc2ccccc2OC)c2ccccc21,3,-10,2,12,0,-8,3,-2.0,-3
O=C(CSc1n[nH]c(-c2ccncc2)n1)Nc1ccc(Cl)c(Cl)c1,17,20,0,-4,1,13,14,2.6,-2
Cc1cccc(C(=O)O/N=C/c2ccc(Br)cc2)c1,9,5,1,27,-9,27,19,7.2,-3
Cc1nc2sc(C(c3cccc(F)c3)N3CCOCC3)c(O)n2n1 (stereo not given),17,-10,-3,-11,4,10,6,-0.6,11
COc1ccc(NC(=O)CN2CCC(NC(=O)C3CCCCC3)CC2)cc1,12,19,2,-25,4,-11,-41,-2.0,-4
O=C(NCc1ccc(F)cc1)c1c(O)c2cccc3c2n(c1=O)CCC3,16,-8,-6,12,0,-13,-4,2.4,1
CCCCN1CC(=O)N2[C@H]3c4ccccc4OC[C@@H]3[C@H](C(=O)OCC)[C@]2(C)C1=O,2,16,1,-1,2,7,19,-1.6,-4
Cc1ccnc(N2C(=O)c3ccccc3C2=O)c1,25,-17,-1,9,0,5,13,-0.7,1
CS(=O)(=O)N1CCc2cc(-c3csc(NC(=O)C(c4ccccc4)c4ccccc4)n3)ccc21,4,15,-2,7,1,34,17,0.9,2
CC(NC(=O)COc1ccc(Oc2ccccc2)cc1)C(=O)O (stereo not given),3,12,0,-7,1,10,0,0.4,0
CC1CCCCC12NC(=O)N(CC(=O)Nc1ccccc1F)C2=O (stereo not given),12,8,-1,4,1,1,8,1.7,-5

# Grouped by structure: the entries above containing an NH in an aromatic ring (7)
SMILES,NLRP3 yeast inh,Mdm2-MdmX inh,XBP1 UPR activ,TIM10 inh,GRIN3A LBD mod,tim10-1 inh,tim23-1 inh,CHOP UPR activ,APJ agonist
Cc1ccccc1C(=O)c1c[nH]c(C(=O)N=CN(C)C)c1,17,19,-1,9,0,0,-3,0.2,-2
CC(=O)NNC(=O)c1[nH]c2ccc(Br)cc2c1-c1ccccc1,12,23,6,13,-6,19,11,1.1,1
Cc1ccc(OCCSCc2nc3ccccc3[nH]2)cc1,20,19,-1,10,2,25,8,-1.2,-4
CCOCCCn1c(=S)[nH]c2cc(C(=O)NCCc3ccc(OC)c(OC)c3)ccc2c1=O,22,36,3,-9,0,5,-20,3.5,0
CCOC(=O)c1c(C)[nH]c(C)c1C(=O)CSc1nnc(-c2ccco2)n1Cc1ccccc1,19,0,-2,13,-3,15,18,-1.3,-2
C=C(C)COc1ccc(-c2[nH]ncc2-c2ccccc2)c(O)c1,19,7,2,21,2,33,22,-0.7,2
O=C(CSc1n[nH]c(-c2ccncc2)n1)Nc1ccc(Cl)c(Cl)c1,17,20,0,-4,1,13,14,2.6,-2
